Compound activity as filed in PubChem BioAssay.
KCNH2 3.1 inh: qHTS for Inhibitors of KCHN2 3.1: Mutant qHTS | Potassium voltage-gated channel subfamily H member 2, brain isoform KCNH2 3.1 (human) | U2OS KCNH2 3.1, thallium flux FluxOr; hits give low values | activity change, % (tested at about 1.8 µM) | actives 0.95% (n = 340,000) | AID 720553, 2013;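 active = maximum activity change below -70%; inconclusive = maximum activity change from -70% to -50%; inactive = maximum activity change above -50%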;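 note: thallium influx rate constant from kinetic fluorescence after stimulation buffer; % is set by controls: 0 for no effect and ±100 for the full control effect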
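FluxOr-based Tl+ influx in U2OS cells transduced with KCNH2 3.1 virus; rate constants normalized to DMSO controls.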
USP2a block: qHTS Assay for Inhibitors of Ubiquitin-specific Protease USP2a Using CHOP2 as the Reporter; Ubiquitin carboxyl-terminal hydrolase 2 (Homo sapiens), O75604; Potency, µM (series often up to 38.3 µM), without a hit: top-dose activity change, negative = inhibition, actives largely listed as inhibitors; USP2 core, Ub-CHOP2 coupled fluorogenic reporter, 485/531; actives 0.01% (n = 330,000);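 note: potency is the fitted concentration of half-maximal effect; plate controls were DMSO wells for no effect and full inhibition by NEM control for full effect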
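USP2 core (10nM final) preincubated 30min RT with compound in 20mM Tris-HCl pH 8.0, 2mM CaCl2, 2mM beta-mercaptoethanol, 0.05% CHAPS; 25nM Ub-CHOP2 plus 25nM reporter substrate added, fluorescence (Ex485/Em531) read after 60min.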
TRPV1 agonist: HTS Assay for Compounds that Act as Agonists of the Vanilloid Receptor 1; TRPV1-expressing cells, Fluo-8 calcium influx, agonist mode; activation, % at 8.33 µM; actives 0.19% (n = 320,000); AID 540275, 2011; in the data active = activation above about 80%; inconclusive = between about 30% and that limit; note: 0% is about no effect
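TRPV1-expressing cells were cultured overnight at 35.5C and loaded with Fluo-8 calcium dye for 40 to 90 min at room temperature. After a 10 s baseline, compound was added and calcium influx was read kinetically for 3 min (ex 480/em 520 nm).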
Eya2 phos inh: qHTS Assay for Inhibitors of the Phosphatase Activity of Eya2; Protein phosphatase EYA2 (Homo sapiens), O00167; recombinant Eya2, OMFP fluorescence dephosphorylation (OMFP is methylfluorescein phosphate); Potency, µM (top dose mostly 76.9 µM), for inactives: top-dose activity, negative = inhibition, hits mostly inhibitors; actives 0.006% (n = 330,000); AID 488837, 2010; note: potency is the fitted concentration of half-maximal effect; % is set by controls: 0 for no effect and ±100 for the full control effect
Target sequence (O00167 whole entry, looked up): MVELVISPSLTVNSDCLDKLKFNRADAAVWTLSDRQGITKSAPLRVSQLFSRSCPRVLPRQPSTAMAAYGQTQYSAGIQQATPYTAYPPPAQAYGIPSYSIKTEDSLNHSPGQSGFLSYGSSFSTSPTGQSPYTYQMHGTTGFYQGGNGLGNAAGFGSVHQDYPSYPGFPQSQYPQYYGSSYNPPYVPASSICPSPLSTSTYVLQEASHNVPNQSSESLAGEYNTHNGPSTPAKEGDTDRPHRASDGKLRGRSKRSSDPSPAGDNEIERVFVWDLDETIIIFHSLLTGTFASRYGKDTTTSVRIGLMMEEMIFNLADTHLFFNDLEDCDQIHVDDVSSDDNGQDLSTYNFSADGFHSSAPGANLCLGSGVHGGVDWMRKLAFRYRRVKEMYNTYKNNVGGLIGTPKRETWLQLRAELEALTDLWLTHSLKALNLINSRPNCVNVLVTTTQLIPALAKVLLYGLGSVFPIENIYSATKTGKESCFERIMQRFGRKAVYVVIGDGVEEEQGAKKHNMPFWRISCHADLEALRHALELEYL
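Eya2 (0.2 uM) preincubated 10 min at ambient with compound, then OMFP substrate added at 50 uM; 10 min reaction in 50 mM HEPES pH 7.5, 50 mM NaCl, 5 uM MgCl2, 0.05% BSA, 1 mM DTT. Fluorescence read at Ex 485/Em 525 nm.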
TCR act: Activators of T cell receptors: qHTS campaign; 330,000 tested, under 10 active; Potency, µM (doses to about 9.22 µM), without a hit: at the highest dose activation of IL-2 secretion, most hits filed as activators; AID 504894, 2011; primary human leukocytes, anti-CD3, IL-2 HTRF, 48 h; note: % of control where 0% means no effect
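Activity was scored as IL-2 release from primary human leukocytes given only a TCR signal (a-CD3 beads) plus compound for 48 hr. Detection used a two-antibody HTRF format read at 665nm.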
Mito fusion yeast: qHTS Assay for Small Molecule Inhibitors of Mitochondrial Division or Activators of Mitochondrial Fusion; actives 0.23% (n = 320,000); S. cerevisiae fusion-defective mutant growth rescue, CellTiterGlo 48 h; AID 485298, 2010; Potency, µM (series often up to 46.1 µM), for inactives: at the top dose growth rescue (activation), most hits filed as activators;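 note: potency is the fitted concentration of half-maximal effect; % of control where 0% means no effect; nearly all actives have a fitted effect of over 45% in size; temperature-sensitive fusion mutants such as fzo1-1 at 37 °C on non-fermentable ethanol glycerol medium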
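Compounds are tested for their ability to restore growth of mitochondrial fusion-defective yeast strains at non-permissive 37C in YPEG medium over 48 hours. Viability is quantified by luciferase luminescence.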
KCNH2 WT inh: qHTS for Inhibitors of KCHN2 3.1: Wildtype qHTS. U2OS, BacMam KCNH2, thallium flux FluxOr; hits give low values. actives 0.37% (n = 340,000). activity change, % at 1.84 µM. AID 720551, 2013;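 active = maximum activity change below -70%; inconclusive = maximum activity change between -70% and -50%; inactive = maximum activity change above -50%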; note: % is set by controls: 0 for no effect and ±100 for the full control effect
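U2OS cells transduced with wild-type KCNH2 virus are loaded with FluxOr dye for 45 min, and thallium flux is measured in kinetic reads before and after stimulation buffer. Rate constants are normalized to DMSO controls.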
AT treatment: qHTS Assay for Identifying a Potential Treatment of Ataxia-Telangiectasia; […] A-T fibroblasts, KAP-1 phosphorylation AlphaLISA; neocarzinostatin DNA damage 30 min before lysis; Potency, µM (titrated, usually from 57.5 µM), inactives show top-dose activation, hits mostly activators; actives 0.19% (n = 320,000); note: potency is the fitted concentration of half-maximal effect; % of control where 0% means no effect; nearly all actives have a fitted effect of over 45% in size
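hTERT-immortalized A-T patient fibroblasts ([…]), 500 cells/well in OPTI-MEM, 1% FBS, got compounds for 60 min, then NCS for 30 min at 37C. Lysates were then assayed for phospho-KAP-1 by AlphaLISA (anti-pKAP1 donor, anti-KAP1 acceptor beads), 6 hr at 25C.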
ELG1 repair inh: qHTS screen for small molecules that inhibit ELG1-dependent DNA repair in human embryonic kidney (HEK293T) cells expressing luciferase-tagged ELG1; HEK293T ELG1-luciferase reporter, luminescence, 16 h; DNA damage induced by 5-fluorouridine; AID 504467, 2011; actives 2.3% (n = 330,000); Potency, µM (series often up to 46.1 µM), without a hit: at the top dose activity change, negative = inhibition, actives largely listed as inhibitors; note: potency is the fitted concentration of half-maximal effect; % is set by controls: 0 for no effect and ±100 for the full control effect; nearly all actives have a fitted effect of over 55% in size
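5-Fluorouridine DNA damage + compound/DMSO, 2,000 cells/well, 16 h, 37 °C/5% CO2. ONE-Glo, 30 min RT, luminescence. Readout = decrease in reporter signal.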
TSHR antagonist: Antagonists of the Thyroid Stimulating Hormone Receptor: HTS campaign | activity change, negative = inhibition, % at 11.5 µM | Thyrotropin receptor (Homo sapiens), P16473 | TSHR-expressing cells, TSH-stimulated cAMP HTRF, 2 h; hits give low values | actives 0.2% (n = 330,000);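 active = activity change below a set negative limit, meaning inhibition stronger than a set level, cut at about -70% in these data; inconclusive = activity change between two set negative limits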; note: % is set by controls: 0 for no effect and ±100 for the full control effect
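TSHR-expressing cells were treated with compounds, then stimulated with TSH at EC80 (4nM final) for 2 hours at 37 deg C. Cellular cAMP was measured by HTRF competition between lysate cAMP and cAMP-d2 for a cryptate-labelled anti-cAMP antibody.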
Numbers without * were called inactive; i = inactive; u = inconclusive; x = not tested or not shown; [ ] = remark or other dose. Unless noted, calls come from the whole dose curve; as a rule, active = well fitted curve in the direction sought with a large enough effect; inconclusive = small, poorly fitted or top-dose-only effect, or another doubt; inactive = no such curve, though single readings can be large; an effect the other way counts as inactive or inconclusive. A portion of the library (hit frequency here may not be typical).

SMILES	KCNH2 3.1 inh	USP2a block	TRPV1 agonist	Eya2 phos inh	TCR act	Mito fusion yeast	KCNH2 WT inh	AT treatment	ELG1 repair inh	TSHR antagonist
O=C(CNC(=O)c1ccc(Cl)cc1)OCCN1C(=O)c2ccccc2C1=O	10	4%	1	4%	3%	2%	11	10%	0%	3
Cc1cc(F)ccc1NCC(=O)Nc1ccc(Br)cc1C	-1	3%	1	-12%	-3%[46.1 µM]	u	-8	1%	u	-2
Cc1noc(C)c1COC(=O)c1ccc2c(c1)OCCO2	18	1%	6	-15%	2%[46.1 µM]	2%	-12	-2%	5%	-23
Nc1c(Cl)c(Cl)nc(C(=O)OCC(=O)N2CCCC2=O)c1Cl	9	0%	-3	9%	4%	-2%	6	2%	27%	-7
Cc1ccnc(NC(=O)CCC(=O)c2cccs2)c1	-12	1%	2	-1%	2%	-3%	-8	15%	u	7
O=c1cc(CSc2nnc(NC3CCCCC3)s2)nc2sccn12	7	1%	-1	2%	3%	21%	-3	-5%	11%	-5
Cc1nc2ccc(NC(=O)c3ccc(Cl)c(S(=O)(=O)N(C)c4ccccc4)c3)cc2s1	-23	-6%	-1	6%	-5%[46.1 µM]	u	-17	9%	u	u
COc1ccc(CC(=O)N2CCN(c3ccccn3)CC2)cc1OC	1	1%	1	-6%	-2%	1%	-11	-4%	-2%	-1
O=C(COc1ccc(Br)cc1)N/N=C1/SCC(=O)N1Cc1ccccc1	7	0%	8	-4%	3%	10%	0	-4%	-13%	-3
COC(=O)c1sccc1N(C)S(C)(=O)=O	-34	4%	-1	12%	12%	-8%	-10	0%	16%	9
C/C(=N\Nc1ccc([N+](=O)[O-])cc1)c1ccc(N2CCOCC2)cc1	3	-1%	6	-23%	-4%	-1%	-5	0%	u	1
CCCn1nc(CC(=O)O)c2ccccc2c1=O	-5	-1%	-1	0%	5%	-4%	-26	2%	8%	2
C/C(=N/NC(=O)C(O)(c1ccccc1)c1ccccc1)c1ccc([N+](=O)[O-])o1	-15	0%	u	-4%	-1%	-3%	-7	10%	u	6
C=CCn1c(SCC(=O)Nc2ccc(F)cc2F)nnc1-c1cnccn1	10	3%	1	2%	-4%	0%	22	5%	u	-6
Cn1c(N)c(C(=O)COC(=O)c2cnc(Cl)c(Cl)c2)c(=O)n(C)c1=O	-20	-1%	6	2%	-5%	-7%	8	3%	7%	-6
CCCCNc1cc(NC(C)=O)cc2cc(OC)c(OC)cc12	17	0%	1	5%	x	-3%	-4	-6%	u	7
Cc1ccc(S(=O)(=O)N(C)C)cc1NC(=S)NC12CC3CC(CC(C3)C1)C2	6	1%	13	1%	3%[46.1 µM]	1%	5	-1%	u	-15
O=C(NCCc1ccc(Cl)cc1)C1CC(=O)N(CCc2ccccc2)C1 (centres undefined)	-25	3%	3	14%	12%	1%	-5	9%	23%	-6
COC(=O)C(O)(CC(=O)Nc1ccc(Cl)cc1F)C(F)(F)F (centres undefined)	-16	2%	-1	0%	3%	-5%	-6	4%	0%	-2
O=C1C2CC=CCC2C(=O)N1c1ccc(NCCc2cccc(F)c2)c([N+](=O)[O-])c1 (centres undefined)	5	-10%	2	2%	3%[46.1 µM]	-1%	1	-1%	8%	-9
COc1ccc(OCC(=O)OCC(=O)N2CC(=O)Nc3ccccc32)cc1	6	-2%	2	18%	-3%	-2%	4	4%	9%	0
O=C(NNc1ccccc1)C(=O)NNS(=O)(=O)c1ccc([N+](=O)[O-])cc1	-1	2%	-1	4%	3%	-4%	2	-3%	-18%	0
CC(/C=C/c1ccco1)=N\NC(=O)c1cc(Cl)ccc1O	-5	13%	-2	26%	-2%	7%	i	1%	-15%	-5
CC(C)C(NC(=O)c1ccco1)C(=O)NCC(c1ccco1)N(C)C (centres undefined)	8	-1%	-2	7%	-5%	4%	-8	x	5%	0
CCOc1ccc(N2C(=O)CC(NC3CCN(C(=O)c4ccc(F)cc4)CC3)C2=O)cc1 (centres undefined)	-11	-3%	-6	-11%	-11%	-5%	-22	14%	4%	57
CC(C)Sc1cc(N2CCCC2)nc(-c2ccc(F)cc2)n1	-3	-1%	-3	1%	-9%	2%	-1	14%	2%	89
Cc1cc(NC(=O)c2c([N+](=O)[O-])c(C)nn2C)no1	-6	-1%	-1	u	-4%	-1%	16	2%	-2%	9
CN(C)S(=O)(=O)c1cccc(C(=O)Nc2ccc(C(=O)Nc3cccc(S(N)(=O)=O)c3)cc2)c1	-12	3%	x	4%	3%	x	1	-4%	13%	3
COCCNc1nnc(SCC(=O)NC2CCCCC2)s1	-2	2%	1	11%	11%	-1%	-10	12%	16%	12
CCCC/C=C/C(NC(=O)CCc1ccccc1)c1ccccc1 (centres undefined)	0	-1%	u	-5%	-3%	12%	-7	0%	1%	-6
O=C(N/N=C/c1ccc(-c2ccccc2)o1)c1ccccc1O	4	1%	x	-22%	-2%	2%	-12	6%	u	-8
Cc1ccc2nc(Cl)c(CN(C(=O)c3cnccn3)C3CCCCC3)cc2c1	2	-1%	x	-8%	4%	3%	-8	6%	-27%	0
COc1ccccc1CN1CCC(n2nccc2NC(=O)CCc2ccccc2)CC1	-1	4%	0	2%	-1%	-2%	1	8%	7%	-15
COCCN(Cc1cc2cc3c(cc2nc1Cl)OCO3)C(=O)c1ccc(C)cc1	u	2%	-10	-9%	-2%	13%	-22	-13%	u	-29
CC(=O)Nc1c(-c2cc(=O)oc3cc(C)ccc23)oc2ccccc12	4	-6%	-1	6%	4%	17%	14	-3%	0%	14
CCCN(C(=O)/C=C/c1ccc(S(=O)(=O)N(CC)CC)cc1)C1CCS(=O)(=O)C1 (centres undefined)	2	2%	x	6%	-3%	x	-12	-3%	9%	6
CN(CC(=O)Nc1ccc(Cl)cc1)S(=O)(=O)c1ccc2c(c1)n(C)c(=O)c(=O)n2C	-20	-1%	1	-5%	-6%	2%	0	0%	u	6
O=C(O)Cc1ccc(NC(=O)Nc2cccc(Cl)c2)cc1	8	1%	1	-1%	0%	-1%	35	2%	11%	4

Exported bar-delimited: ten of the compounds above.
compound | KCNH2 3.1 inh | USP2a block | TRPV1 agonist | Eya2 phos inh | TCR act | Mito fusion yeast | KCNH2 WT inh | AT treatment | ELG1 repair inh | TSHR antagonist
COCCNc1nnc(SCC(=O)NC2CCCCC2)s1 | -2 | 2% | 1 | 11% | 11% | -1% | -10 | 12% | 16% | 12
CCCC/C=C/C(NC(=O)CCc1ccccc1)c1ccccc1 (centres undefined) | 0 | -1% | u | -5% | -3% | 12% | -7 | 0% | 1% | -6
O=C(N/N=C/c1ccc(-c2ccccc2)o1)c1ccccc1O | 4 | 1% | x | -22% | -2% | 2% | -12 | 6% | u | -8
Cc1ccc2nc(Cl)c(CN(C(=O)c3cnccn3)C3CCCCC3)cc2c1 | 2 | -1% | x | -8% | 4% | 3% | -8 | 6% | -27% | 0
COc1ccccc1CN1CCC(n2nccc2NC(=O)CCc2ccccc2)CC1 | -1 | 4% | 0 | 2% | -1% | -2% | 1 | 8% | 7% | -15
COCCN(Cc1cc2cc3c(cc2nc1Cl)OCO3)C(=O)c1ccc(C)cc1 | u | 2% | -10 | -9% | -2% | 13% | -22 | -13% | u | -29
CC(=O)Nc1c(-c2cc(=O)oc3cc(C)ccc23)oc2ccccc12 | 4 | -6% | -1 | 6% | 4% | 17% | 14 | -3% | 0% | 14
CCCN(C(=O)/C=C/c1ccc(S(=O)(=O)N(CC)CC)cc1)C1CCS(=O)(=O)C1 (centres undefined) | 2 | 2% | x | 6% | -3% | x | -12 | -3% | 9% | 6
CN(CC(=O)Nc1ccc(Cl)cc1)S(=O)(=O)c1ccc2c(c1)n(C)c(=O)c(=O)n2C | -20 | -1% | 1 | -5% | -6% | 2% | 0 | 0% | u | 6
O=C(O)Cc1ccc(NC(=O)Nc2cccc(Cl)c2)cc1 | 8 | 1% | 1 | -1% | 0% | -1% | 35 | 2% | 11% | 4
